SSB-PriA inh = blocks PriA binding to SSB C-terminal tail; inhibition, % at 33 µM; actives 0.6% (n = 430,000); AlphaScreen SSBct-PriA binding, biotinylated peptide; in the data active = inhibition mostly above about 37%, no sharp cut-off; inactive = mostly below about 20%;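 note: plate controls were negative control peptide for no effect and reference peptide for full effect; strong numbers were not always called active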
Anthrax LF prot = blocks Bacillus anthracis lethal factor protease. actives 0.12% (n = 360,000). P15917. multiplex microsphere protease cleavage assay, LF. inhibition, % at 10 µM; in the data active = inhibition above about 30%; inconclusive = no clear call, values can overlap the other calls; note: plate controls were buffer without enzyme for full effect and enzyme alone for no effect
Y pestis TopoI = Y. pestis Topo-I inhibition via cleavage products; Y. pestis Topo-I cleavage product accumulation, plate reader; activity, % at 10 µM; actives 0.064% (n = 360,000); AID 504884; in the data active = activity above about 50%, passing the limit was not always enough; inconclusive = no clear call, values can overlap the other calls; note: inactives centre near 2
Vc quorum ag = quorum light induction in luxS cqsA deficient V. cholerae. AID 588436. actives 0.16% (n = 350,000). activation, % at 18.7 µM. V. cholerae BH1578 lux reporter, luminescence, 6 h; in the data active = activation mostly above about 9.7%, no sharp cut-off; inconclusive = no clear call, values can overlap the other calls; inactive = mostly below about 3.7%; note: not every result past the cut was called active; inactives centre near 0; reference of the scale not given here
PfHsp40 rescue = rescue of PfHsp40-mediated yeast toxicity. S. cerevisiae expressing PfHsp40, growth rescue, ATP luminescence. growth rescue, % at 12.5 µM. actives 0.68% (n = 340,000); in the data active = growth rescue above about 28%, passing the limit was not always enough; inconclusive = no clear call, values can overlap the other calls;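 note: yeast W303a lacking pdr1 and pdr3 grown in galactose medium; growth measured after three days at 30 °C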
MazF activator = activators of E. coli MazEF toxin-antitoxin RNase; P0AE70; FAM/BHQ RNA-DNA oligo cleavage fluorescence, 5 h; activation, % at 20 µM; actives 0.32% (n = 350,000); in the data active = activation above about 50%
SARS 3CLpro inh = SARS-CoV 3CLpro protease inhibition. recombinant SARS-CoV 3CLpro, quenched FRET peptide cleavage. inhibition, % at 6 µM. actives 0.14% (n = 290,000). AID 1706; in the data active = inhibition above about 12%
Rv3671c protease = inhibits the M. tuberculosis serine protease Rv3671c. inhibition, % at 5.96 µM. P9WHR9. actives 0.048% (n = 320,000); in the data active = inhibition above about 38%;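 note: extracellular domain of Rv3671c used as enzyme; 0% = enzyme with DMSO and 100% = no enzyme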
TcdB GH inh = TcdB glycohydrolase inhibition; TcdB glycohydrolase enzymatic assay, plate reader; inhibition, % at 9.99 µM; actives 0.24% (n = 350,000); in the data active = inhibition above about 10%
Target sequence (P18177 whole entry, looked up): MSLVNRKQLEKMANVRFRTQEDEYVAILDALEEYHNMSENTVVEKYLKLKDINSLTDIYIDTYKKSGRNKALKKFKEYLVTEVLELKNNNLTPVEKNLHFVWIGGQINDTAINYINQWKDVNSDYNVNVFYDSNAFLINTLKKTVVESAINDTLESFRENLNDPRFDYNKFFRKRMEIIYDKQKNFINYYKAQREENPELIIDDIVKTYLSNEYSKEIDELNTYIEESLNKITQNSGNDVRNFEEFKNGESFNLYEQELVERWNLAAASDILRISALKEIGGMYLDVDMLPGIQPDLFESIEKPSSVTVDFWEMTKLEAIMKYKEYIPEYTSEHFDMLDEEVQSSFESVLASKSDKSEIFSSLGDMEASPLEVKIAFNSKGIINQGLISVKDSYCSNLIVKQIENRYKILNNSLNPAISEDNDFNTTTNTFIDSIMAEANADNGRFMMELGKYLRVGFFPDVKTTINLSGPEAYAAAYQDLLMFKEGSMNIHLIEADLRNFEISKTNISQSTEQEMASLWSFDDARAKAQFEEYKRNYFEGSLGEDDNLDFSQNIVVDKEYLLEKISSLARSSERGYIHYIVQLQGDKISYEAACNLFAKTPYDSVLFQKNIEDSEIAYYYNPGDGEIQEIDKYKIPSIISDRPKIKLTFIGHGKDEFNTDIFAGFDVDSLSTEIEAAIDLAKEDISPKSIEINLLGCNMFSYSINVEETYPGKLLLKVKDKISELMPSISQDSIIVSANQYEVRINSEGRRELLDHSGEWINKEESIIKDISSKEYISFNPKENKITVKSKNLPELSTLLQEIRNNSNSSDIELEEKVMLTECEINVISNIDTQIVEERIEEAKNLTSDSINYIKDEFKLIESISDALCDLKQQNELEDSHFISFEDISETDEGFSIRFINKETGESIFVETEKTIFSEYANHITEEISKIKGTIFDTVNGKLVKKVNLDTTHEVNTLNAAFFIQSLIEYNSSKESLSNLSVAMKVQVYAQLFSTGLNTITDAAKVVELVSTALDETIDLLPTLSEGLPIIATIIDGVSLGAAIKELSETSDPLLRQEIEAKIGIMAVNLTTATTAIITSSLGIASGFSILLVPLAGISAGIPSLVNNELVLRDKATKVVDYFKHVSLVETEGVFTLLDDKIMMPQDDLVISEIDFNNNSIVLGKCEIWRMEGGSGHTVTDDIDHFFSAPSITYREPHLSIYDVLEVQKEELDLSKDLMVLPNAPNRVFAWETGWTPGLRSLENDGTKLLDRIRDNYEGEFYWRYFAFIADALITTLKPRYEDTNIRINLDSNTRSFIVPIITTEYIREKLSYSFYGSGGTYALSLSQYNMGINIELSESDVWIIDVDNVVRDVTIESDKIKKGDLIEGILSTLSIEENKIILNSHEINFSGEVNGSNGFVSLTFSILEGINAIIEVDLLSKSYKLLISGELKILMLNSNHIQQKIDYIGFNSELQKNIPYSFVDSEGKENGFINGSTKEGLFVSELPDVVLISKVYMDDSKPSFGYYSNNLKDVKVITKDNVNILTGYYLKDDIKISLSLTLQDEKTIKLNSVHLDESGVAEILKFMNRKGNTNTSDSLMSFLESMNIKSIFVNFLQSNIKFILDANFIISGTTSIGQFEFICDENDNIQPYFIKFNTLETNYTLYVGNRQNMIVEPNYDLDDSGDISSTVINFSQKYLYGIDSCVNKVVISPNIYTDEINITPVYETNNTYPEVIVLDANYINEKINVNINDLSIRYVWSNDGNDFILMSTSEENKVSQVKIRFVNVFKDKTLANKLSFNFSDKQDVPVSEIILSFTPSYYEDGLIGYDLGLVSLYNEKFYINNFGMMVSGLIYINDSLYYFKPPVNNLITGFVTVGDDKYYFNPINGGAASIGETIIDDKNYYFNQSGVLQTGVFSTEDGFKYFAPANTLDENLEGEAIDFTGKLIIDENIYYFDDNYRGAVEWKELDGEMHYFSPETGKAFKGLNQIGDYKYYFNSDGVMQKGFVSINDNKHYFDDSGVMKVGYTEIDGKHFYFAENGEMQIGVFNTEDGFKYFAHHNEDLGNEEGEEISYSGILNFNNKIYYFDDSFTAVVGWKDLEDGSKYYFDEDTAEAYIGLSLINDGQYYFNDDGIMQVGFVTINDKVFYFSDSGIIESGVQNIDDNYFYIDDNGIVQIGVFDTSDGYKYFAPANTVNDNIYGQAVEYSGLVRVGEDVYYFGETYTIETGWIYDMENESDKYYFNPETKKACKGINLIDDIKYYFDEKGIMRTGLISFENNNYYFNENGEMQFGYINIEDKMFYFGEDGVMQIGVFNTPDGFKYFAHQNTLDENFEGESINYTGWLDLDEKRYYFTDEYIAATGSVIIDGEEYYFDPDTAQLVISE
DUSP3 inh = blocks human VHR1 dual specificity phosphatase; actives 0.52% (n = 290,000); inhibition, % at 13.3 µM; recombinant VHR phosphatase, pNPP absorbance; P51452; in the data active = inhibition above about 50%; note: some compounds called inactive have numbers as strong as hits
* hit, by the source's call; i = inactive; ? = inconclusive; nt = no result given; & = joins results of further samples. Not all compounds are listed, so the mix of outcomes need not match the whole.

SMILES | SSB-PriA inh | Anthrax LF prot | Y pestis TopoI | Vc quorum ag | PfHsp40 rescue | MazF activator | SARS 3CLpro inh | Rv3671c protease | TcdB GH inh | DUSP3 inh
Cc1cc2cc(CNC(=O)c3cccc([N+](=O)[O-])c3)ccc2n1C | 20 | -6 | -2 | 2.7 | -0.7 | 10 | 4 | 5 | -0.3 | -11
O=C(CCS(=O)(=O)c1cc(Br)cc2c1N(C(=O)C1CC1)CC2)NCC1CCCO1 (stereo not drawn) | -10 | -2 | -6 | i | 2.0 | 6 | -5 | 1 | nt | 13
C[C@@H]1CCCCO[C@H](CN(C)Cc2ccc3c(c2)OCO3)[C@@H](C)CN([C@H](C)CO)C(=O)c2cc(NC(=O)c3ccccc3)ccc2O1 | nt | -6 | 18 | i | nt | 2 | nt | nt | 1.4&0.5 | nt
N#Cc1c(Nc2ccc(F)cc2)sc(C(=O)c2ccc(F)cc2)c1N | -5 | -4 | 0 | 10 | 2.2 | 6 | 1 | -5 | 0.6 | -4
COc1ccc(NC(=O)C2CCN(C(=O)c3ccccc3)CC2)cc1OC | 1 | -7 | 5 | -7.1 | -1.0 | 1 | 4 | 2 | 0.6 | 15
CCNc1nc(N)nc(Oc2ccc(OCC)nn2)n1 | -12 | 0 | 7 | i | -1.4 | 3 | 2 | 1 | nt | 4
NC(=O)c1cc(-c2ccccc2)nc(Oc2ccccc2)n1 | -13 | -3 | 0 | 7.7 | 4.4 | -1 | -4 | -2 | nt | 0
Cc1ccc(CNC(=O)CCNC(=O)c2ccc(Br)o2)cc1 | -4 | 0 | 2 | -0.4 | -0.3 | 0 | 0 | 0 | nt | 20
Cc1ccc(-n2ncc3c(NCc4ccccc4)ncnc32)cc1 | -6 | -8 | -5 | -0.3 | 2.2 | 1 | 3 | 10 | nt | -31
CC(=O)Nc1cccc(NC(=O)CSc2nc(=O)n(CCN3CCOCC3)c3c2CCC3)c1 | -7 | ? | 10 | -1.4 | -1.1 | -7 | nt | 4 | 0.8 | nt
O=C(CCN1C(=O)C2CCCCC2C1=O)NNC(=O)c1cccc(Cl)c1 (stereo not drawn) | -17 | 1 | 5 | -0.1 | 0.5 | 13 | 2 | -7 | nt | 2
Cc1cc(C(C)(C)C)oc1C(=O)N(CC(=O)NC1CCCC1)Cc1ccc(Cl)cc1 | -6 | -5 | 1 | -0.3 | 0.9 | -9 | 7 | 1 | nt | 17
O=C(Nc1ccc(N2CCN(C(=O)c3ccccc3)CC2)cc1)c1cc2ccccc2o1 | -22 | -2 | 22 | -1.1 | 5.7 | 22 | -1 | 7 | nt | 10
O=C(CSc1nc(-c2ccc(F)cc2)cs1)N1CCOCC1 | -15 | -6 | -7 | -3.1 | 1.0 | -4 | -6 | -1 | 0.0 | -15
O=C(NCc1ccc2c(c1)OCO2)c1nn(-c2ccccc2)c(=O)c2ccccc12 | 0 | -9 | 9 | 1.4 | 0.9 | -3 | 6 | -16 | nt | 32
O=C(Nc1ccccc1)C1CC(=O)N(C2CCCCC2)C1 (stereo not drawn) | -14 | -5 | 4 | -0.9 | -0.6 | 3 | -3 | -7 | nt | 16
O=c1[nH]c(=O)n(C2CC(O)C(CO)O2)cc1Br (stereo not drawn) | 2 | 2 | 1 | 5.6 | -0.4 | 5 | nt | nt | -0.8 | nt
CCN1C(=O)C(=O)N(CC(=O)Nc2ccccc2OC(F)F)C1=O | -5 | 1 | 7 | 0.6 | -0.4 | 0 | nt | 2 | 0.1 | nt
COC(=O)c1c(NC(=O)Cc2ccccc2)sc(C)c1C | -4 | -1 | 0 | nt | 2.5 | 1 | 5 | -6 | -1.0 | 19
CCCCCCP(=O)(O)c1ccccc1 | -7 | 4 | 1 | -0.4 | 0.0 | -1 | 0 | 4 | nt | 12
Cc1nc(SCC(=O)NCCN2C(=O)CSC2=O)nc(C)c1C | -9 | 4 | 8 | i | 0.1 | -1 | nt | 4 | -1.3 | nt
COc1ccc(C(=O)c2ccccc2)c(OCC(=O)N(C)C)c1 | -19 | 1 | -4 | -0.3 | -0.9 | 9 | 0 | -6 | 0.7 | 6
CCN(CC)S(=O)(=O)c1cccc(NC(=O)COC(=O)CCc2nc3ccccc3s2)c1 | -7 | -4 | -3 | -0.4 | 1.2 | -3 | 6 | 0 | 0.3 | 21
CC(C)OC(=O)c1cccnc1SCc1cc(=O)n2ccccc2n1 | -16 | 0 | 12 | -2.7 | 1.6 | 0 | -2 | -7 | nt | 19
NC(=O)C1CCN(C(=O)C(=O)c2cn(CC(=O)N3CCCCCC3)c3ccccc23)CC1 | -8 | 39* | 9 | -11 | 0.4 | -17 | 5 | 0 | -0.1 | 2
Cc1ccccc1OCCC(=O)OCC(=O)NC(=O)c1ccccc1 | -5 | -3 | 19 | i | -0.2 | -5 | nt | -4 | 1.5 | nt
c1ccc(CN2CCOCCOCCOCCOCCOCCOCC2)cc1 | -8 | 0 | -4 | i | -0.9 | 7 | 10 | -6 | 0.9 | -3
Cc1cc(C)c(C(=O)COc2cccnc2[N+](=O)[O-])cc1C | -35 | -1 | -8 | -0.7 | 1.1 | 6 | 5 | 0 | nt | 27
Cc1cc(Cl)ccc1OCCCC(=O)NCCN1C(=O)S/C(=C\c2cccnc2)C1=O | -7 | -2 | 22 | i | -0.9 | -4 | 2 | -2 | 1.3 | 42
O=C(c1cccc([N+](=O)[O-])c1)N1CCN(C(=O)c2ccco2)CC1 | -5 | 3 | 1 | i | -0.4 | 2 | 4 | -1 | 0.4 | 17
Cc1ccccc1C(=O)N1CCN(C(c2ccccc2)c2ccccc2)CC1 | 5 | -1 | -1 | -0.4 | 1.7 | -5 | -3 | 0 | -0.1 | -3
CCOC(=O)N1CCN(CCc2ccccc2)CC1 | -4 | -16 | 2 | i | -1.7 | 7 | -1 | -2 | 0.3 | -7
Cc1ccc(NC(=O)c2ccco2)c(NC(=O)C2CCCO2)c1 (stereo not drawn) | -9 | 2 | 1 | -0.3 | -1.1 | -6 | 1 | -21 | 0.2 | 32
O=C(CSc1ccccc1)Nc1cccc(S(=O)(=O)N2CCCCC2)c1 | -2 | -2 | 18 | -2.6 | 0.6 | 3 | nt | -4 | 0.3 | nt
CC1=C(C(=O)OC(C)C)C(c2ccccc2Cl)CC(=O)N1 (stereo not drawn) | -20 | 0 | 9 | -0.3 | 1.3 | 2 | -1 | 8 | nt | 15
O=C(CC(C(=O)O)c1ccc(Cl)cc1Cl)c1ccc(Cl)cc1 (stereo not drawn) | 8 | 4 | 0 | -0.6 | -1.3 | 8 | 6 | 4 | -0.7 | 15
COc1ccc(OC)c(S(=O)(=O)N2Cc3ccccc3CC2C(=O)O)c1 (stereo not drawn) | 2 | ? | 5 | nt | -1.1 | 2 | 4 | -6 | nt | -26
Cc1cc(NC(=O)C2CCN(S(=O)(=O)c3cnc[nH]3)CC2)ccc1Br | 9 | 1 | -6 | 6.7 | 0.0 | -1 | -2 | 5 | nt | -8
Cc1noc(C)c1CSc1nnc(-c2cccnc2)n1C1CCCCC1C (stereo not drawn) | 8 | -4 | 1 | -0.3 | -1.2 | 6 | -1 | 2 | nt | 14
CCCCN1CC(COCc2ccccc2)Oc2cccc(Oc3ccccc3)c2S1(=O)=O (stereo not drawn) | -24 | -4 | -3 | -0.6 | -2.1 | -5 | nt | nt | 2.9 | nt
NC(=O)Cc1ccc(OCc2nn[nH]n2)cc1 | nt | 0 | 3 | -5.9 | nt | -2 | nt | nt | -0.1 | nt
CCc1cc(C(=O)N2CCCC(C(=O)c3ccc(OC)c(F)c3)C2)n(C)n1 (stereo not drawn) | -2 | -2 | 2 | i | -0.1 | 2 | 2 | 2 | 0.6 | -4
COc1cc(/C=C2\C(=N)N3N=C(S(C)(=O)=O)SC3=NC2=O)ccc1OC(=O)c1ccco1 | -7 | -3 | 2 | -2.6 | -0.3 | 41 | 3 | -1 | -0.7 | -15
O=C(NCCC1=CCCCC1)C1CCN(S(=O)(=O)c2ccccc2C(F)(F)F)CC1 | -5 | 0 | 7 | 0.0 | -0.8 | -2 | nt | -15 | 1.1 | nt
COc1cc(/C=C/C(=O)OCC(=O)Nc2sc3c(c2C#N)CCC(C)C3)ccc1OCC#N (stereo not drawn) | -14 | 4 | -18 | i | -0.9 | -2 | 7 | -3 | 0.8 | 21
COc1ccc(C(=O)CCC(=O)Nc2ccc(N3CCN(C)CC3)cc2)cc1OC | 6 | -5 | -3 | i | -0.7 | 0 | nt | 6 | 1.6 | nt
Cc1cccc(NC(=O)c2ccccc2-c2ccccc2)c1 | -8 | -9 | 6 | 10 | -0.6 | 9 | 1 | 13 | 0.5 | 25
Cc1oc(-c2ccccc2Cl)nc1CS(=O)(=O)CC(=O)NC1CCCC1 | -8 | -4 | 20 | -0.3 | -0.3 | 4 | -3 | 3 | -1.1 | 29
COc1cccc(NC(=O)CN(C)C(=O)c2c(-c3c(F)cccc3Cl)noc2C)c1 | -10 | -3 | -1 | i | 0.8 | 3 | nt | 7 | 0.9 | nt
O=C(NCCCN1CCOCC1)C1CCN(S(=O)(=O)c2cccc(C(F)(F)F)c2)CC1 | -14 | 0 | -5 | -0.4 | -2.3 | 1 | nt | -4 | 0.3 | nt
COc1ccccc1/C=N/OCc1cc(C(C)=O)ccc1OC | nt | 4 | 19 | i | 1.4 | -3 | 6 | -4 | 1.1 | nt
Cc1nn(Cc2cccc(C(=O)NC3CCCCC3)c2)c(C)c1Cl | -9 | -8 | 7 | -1.3 | -0.5 | -1 | 6 | -2 | nt | 17
CC1CCN(S(=O)(=O)c2ccc3c(c2)c(=O)c(C(=O)NCc2cccs2)cn3C)CC1 | -9 | -3 | -4 | 0.2 | 0.3 | -14 | 0 | -13 | nt | 17
Cc1ccccc1Cn1c(C)c(C(=O)NCc2ccc(Cl)c(Cl)c2)sc1=O | nt | 2 | 32 | i | nt | nt | nt | nt | 0.1 | nt
Cc1c(NC(=O)c2cc3ccccc3o2)cccc1-n1cnnn1 | nt | -4 | 6 | -0.5 | nt | 14 | nt | nt | 1.0 | nt
Cc1nnsc1C(=O)NNC(=O)Nc1ccccc1 | 2 | -5 | 2 | 1.8 | 0.2 | 9 | -6 | 5 | 1.5 | 20
Cc1cc(C)c(C)c(S(=O)(=O)N[C@@H](C)C(=O)OCc2cc(=O)n3cc(Br)ccc3n2)c1C | -14 | 2 | 28 | -0.3 | 1.8 | -3 | 1 | 1 | 0.6 | 18
O=C(C[C@H]1C[C@H](C(=O)N2CCOCC2)[C@@]2(CCC3CCCC3)c3[nH]c4ccc(Cl)cc4c3CCN2C1=O)NCCc1ccccn1 | 6 | 2 | 2 | 1.0 | -0.7 | 0 | nt | nt | -0.3 | nt
COc1cccc(CNC(=O)CSCc2cnn(-c3ccccc3)c2-n2cccc2)c1OC | 7 | -11 | 0 | -0.3 | 0.9 | 1 | 5 | 2 | nt | -7
CC1=C(C(=O)N(C(C)C)C(C)C)CC(CC(=O)NC2CCCCC2)C(=O)N1Cc1ccccc1 (stereo not drawn) | nt | -8 | 18 | -0.4 | nt | -3 | nt | nt | 0.1 | nt
CNc1cccc(-c2c(OC)cccc2OC)n1 | nt | -4 | 4 | -0.9 | nt | nt | nt | nt | 0.8 | nt
N#Cc1ccc(OCC(=O)Nc2cccc(S(=O)(=O)NC3=NCCCCC3)c2)cc1 | -4 | -1 | 9 | -0.7 | 0.3 | 2 | nt | -2 | -1.0 | nt

By substructure, those above containing a COOH group
SMILES | SSB-PriA inh | Anthrax LF prot | Y pestis TopoI | Vc quorum ag | PfHsp40 rescue | MazF activator | SARS 3CLpro inh | Rv3671c protease | TcdB GH inh | DUSP3 inh
O=C(CC(C(=O)O)c1ccc(Cl)cc1Cl)c1ccc(Cl)cc1 (stereo not drawn) | 8 | 4 | 0 | -0.6 | -1.3 | 8 | 6 | 4 | -0.7 | 15
COc1ccc(OC)c(S(=O)(=O)N2Cc3ccccc3CC2C(=O)O)c1 (stereo not drawn) | 2 | ? | 5 | nt | -1.1 | 2 | 4 | -6 | nt | -26
